High-throughput results (PubChem BioAssay)
ASAP1 inh: inhibitors of human ASAP1 ArfGAP activity | ASAP1-stimulated ARF1 GTP hydrolysis, GDP FP detection | Q9ULH1 | inhibition, % at 16.5 µM | AID 624377 | 0.19% of 360,000 active; in the data active means inhibition above about 25%;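 further: 0% = vehicle with enzyme and substrate and 100% = no enzyme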
sPLA2-III inh: Blocks human group III sPLA2 activity | Q9NZ20 | QFRET BODIPY PC-A2 liposome hydrolysis, fluorescence | inhibition, % at 12.2 µM | 0.56% of 370,000 active;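 active means inhibition above mean plus 3 SD of compounds lying within the high and low control bounds, cut at about 19% in these data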;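 further: 0% = median of test compound wells and 100% = no enzyme DMSO wells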
GC-B act: GC-B (human) receptor activation; P20594; AID 1920062; HEK293-GC-B cells, CNP EC30, cGMP TR-FRET; 0% at EC30 CNP, 100% saturating CNP; 0.11% of 370,000 active; activation, % at 10 µM;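 active means activation at 10 µM reaching about 35% in either raw or pattern-adjusted values, limit read from the data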
GC-A act: GC-A (human) enzyme activation. HEK293 GC-A cells, cGMP TR-FRET, EC30 ANP; 0% at EC30 ANP, 100% saturating ANP. AID 1671463. 0.14% of 370,000 active. activation, % at 10 µM; in the data active means activation above about 40%
rCAG binder: binds r(CAG) RNA repeats | r(CAG) RNA repeat, TO-PRO-1 dye displacement fluorescence | inhibition, % at 3 µM | 1.3% of 370,000 active | AID 651821;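 active means inhibition above the plate cutoff, the mean of all test compounds on that plate plus 3 SD, cut at about 35% in these data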;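 further: 0% = DMSO alone and 100% = 100 µM mitoxantrone as full dye displacement; higher means more dye released from RNA so lower well fluorescence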
DDE Tn6 FP inh: inhibitors of Tn6 peptide binding to human fibrin DD(E); 0.21% of 370,000 active; P02675; AID 720509; inhibition, % at 8.3 µM; Fibrin DD(E) TRITC-Tn6 fluorescence polarization displacement;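 active means inhibition above a per-campaign cutoff: mean of compounds within control limits plus 3 SD, cut at about 15% in these data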;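 further: 0% = median of all compound wells on the plate and 100% = blocking peptide control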
Target sequence (P02675 whole entry, looked up): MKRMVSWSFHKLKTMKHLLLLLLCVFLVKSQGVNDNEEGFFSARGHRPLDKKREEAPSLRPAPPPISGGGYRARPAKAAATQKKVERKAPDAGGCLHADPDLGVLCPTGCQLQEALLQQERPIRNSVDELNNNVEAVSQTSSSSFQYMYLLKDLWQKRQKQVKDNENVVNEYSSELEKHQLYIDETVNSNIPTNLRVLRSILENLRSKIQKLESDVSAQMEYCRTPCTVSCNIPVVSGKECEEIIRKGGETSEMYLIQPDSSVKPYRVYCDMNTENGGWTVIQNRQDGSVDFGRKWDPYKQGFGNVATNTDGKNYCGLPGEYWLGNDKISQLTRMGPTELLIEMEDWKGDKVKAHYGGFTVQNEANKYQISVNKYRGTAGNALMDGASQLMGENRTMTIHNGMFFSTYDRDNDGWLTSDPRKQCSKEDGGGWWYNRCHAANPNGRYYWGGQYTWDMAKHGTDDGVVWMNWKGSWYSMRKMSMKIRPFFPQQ
GAA850 FXN act: frataxin GAA850 promoter activation; HEK293 lucGAA850 FXN promoter luciferase reporter, 24 h; percent of 10 µM SAHA response; 0.56% of 360,000 active; activation, % at 6 µM;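 active means activation above the average of all compounds screened plus 3 SD, cutoff fixed separately per campaign, cut at about 7.5% in these data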;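 further: 0% = DMSO wells and 100% = 10 µM SAHA wells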
KLK7 zymogen act: activators of human kallikrein-7 zymogen | P49862 | purified proKLK7, EDANS-DABCYL substrate fluorescence; 100% is mature enzyme control, 0% vehicle | activation, % at 7 µM | 0.9% of 370,000 active | AID 652039;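 active means activation above the mean of all tested compounds plus 3 SD, computed per campaign excluding outliers beyond control limits, cut at about 13% in these data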
Target sequence (P49862 whole entry, looked up): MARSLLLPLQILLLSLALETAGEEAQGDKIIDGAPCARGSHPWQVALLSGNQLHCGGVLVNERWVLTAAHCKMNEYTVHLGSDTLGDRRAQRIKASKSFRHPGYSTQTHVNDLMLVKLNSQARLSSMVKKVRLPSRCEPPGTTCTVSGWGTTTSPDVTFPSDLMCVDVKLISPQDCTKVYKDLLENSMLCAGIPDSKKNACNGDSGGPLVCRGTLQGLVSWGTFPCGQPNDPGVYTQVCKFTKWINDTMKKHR
ARFGAP1 inhibitor: rat ARFGAP1 inhibition | Arfgap1-stimulated ARF1 GTP hydrolysis, GDP FP detection | inhibition, % at 16.5 µM | 0.26% of 360,000 active | AID 651572;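 active means inhibition above a per-plate limit, mean inhibition of low control wells plus 3 SD, cut at about 25% in these data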;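 further: 0% = DMSO wells with enzyme and 100% = wells lacking Arfgap1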
Target sequence (Q62848 1-136 limits assumed): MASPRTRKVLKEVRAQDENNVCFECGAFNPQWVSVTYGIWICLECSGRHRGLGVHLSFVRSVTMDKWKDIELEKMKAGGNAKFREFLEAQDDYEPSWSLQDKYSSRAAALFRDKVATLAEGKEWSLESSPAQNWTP
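Material: rat Arfgap1 catalytic domain, aa 1-136; also added: human ARF1(Δ1-17)-GTP substrate; compound dosing: one concentration, 16.5 µM, DMSO 1.26%; incubation: GTP hydrolysis reaction 2 h at 25 °C; measured by: Tracer-displacement fluorescence polarization with EDTA stop, 620/688 nm; evaluation: % inhibition from polarization; repeats: one replicate per compound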
ADAM10 inh: inhibits human ADAM10. O14672. recombinant ADAM10, EDANS/DABCYL FRET peptide cleavage, 3 h. inhibition, % at 7 µM. 0.62% of 370,000 active. AID 720582;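 active means inhibition above a per-campaign cutoff equal to the mean of compounds falling between control-based bounds plus 3 SD, cut at about 20% in these data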;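 further: 0% = DMSO wells while the 100% control is not disclosed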
Starred values were filed as active, the others as inactive; i = inactive; nt = not tested or not shown.

SMILES	ASAP1 inh	sPLA2-III inh	GC-B act	GC-A act	rCAG binder	DDE Tn6 FP inh	GAA850 FXN act	KLK7 zymogen act	ARFGAP1 inhibitor	ADAM10 inh
CN(C)c1ccc(CNC2C3CC4CC(C3)CC2C4)cc1 (stereo not drawn)	-2	9	-5	-1	9	-5	4.0	-0.4	3	1
CCCCn1nc2cc(C(=O)NC3CCCc4ccccc43)ccc2c1OCC (stereo not drawn)	-8	10	3	0	5	7	-0.2	-29	-11	-466
CNC(=S)NNC(=O)c1cccn(Cc2cccc(C(F)(F)F)c2)c1=O	-11	15	3	-1	0	-7	-0.7	28*	9	-115
COc1ccc(N2CCn3c2nc2c3c(=O)n(CCCc3ccccc3)c(=O)n2C)c(OC)c1	-9	-1	5	-2	-3	1	-1.3	0.6	1	3
CC1(C)CC(=O)C2=C(C1)N=C1SCCC(=O)N1C2c1ccccc1 (stereo not drawn)	-1	-8	-1	0	4	-4	-0.9	1.3	-7	-2
O=C(O)c1ccc(S(=O)(=O)c2ccc3c(c2)C(=O)N(NC(=O)c2ccncc2)C3=O)cc1	-7	10	0	-1	0	0	1.4	-0.5	9	-5
COc1ccc(NC(=O)CS(=O)(=O)c2cn(CC(=O)N3CCCC3)c3ccccc23)c(OC)c1	8	-3	-2	0	0	-2	1.2	0.4	4	-1
CC(=O)Nc1ccc(NC=C(C#N)C#N)cc1	7	4	8	3	3	1	0.9	0.7	0	3
CCOC(=O)C1=C(CN2CCSCC2)NC(=O)NC1c1cc(C)ccc1C (stereo not drawn)	12	2	-5	-22	-7	-1	-1.9	0.1	-6	-24
Cc1cccc(C(=O)NC(=S)Nc2ccc(S(=O)(=O)N3CCCCC3)cc2)c1	-10	0	1	2	6	5	0.5	0.2	-1	7
O=C(Nc1cccc(Cl)c1)c1nc[nH]c1C(=O)NCCCCNC(=O)c1[nH]cnc1C(=O)Nc1cccc(Cl)c1	10	4	-6	-6	1	0	0.7	-0.1	-2	-4
Cc1ccccc1S(=O)(=O)NC(=O)C1(C)CCN1C(=O)CC1CCCCC1 (stereo not drawn)	-6	-4	5	3	10	-2	0.9	0.5	2	1
CCCN1C(=O)/C(=N\OCC(=O)Nc2ccc(C(C)C)cc2)c2ccccc21	3	-10	1	1	7	2	1.8	0.8	-6	-3
Cc1cc(C(=O)NC2CCCCC2)c(C)o1	16	2	1	1	0	0	3.2	-0.1	3	-3
CN(C(=O)Nc1ccc(Cl)c(Cl)c1)c1ccccc1C(=O)O	-5	21*	-5	2	-1	-4	1.0	4.3	-13	i
O=C(COC(=O)Cc1c(Cl)cccc1Cl)Nc1ccc2[nH]c(=O)[nH]c2c1	10	-9	-2	-4	0	2	1.3	-0.3	0	-16
Cc1nc(NC(=O)COC(=O)c2cc3c(s2)CCC(C)C3)c(Cl)cc1Cl (stereo not drawn)	-10	2	-1	4	-4	4	1.5	-0.2	1	-12
COc1ccc(C(CNC(=O)c2oc3c(Cl)cccc3c2C)N2CCCC2)cc1 (stereo not drawn)	-3	-8	-13	-15	-4	5	1.4	0.0	5	-2
CN(CC(=O)O)Cc1oc(CO)cc(=O)c1O	0	7	-5	3	1	7	1.6	0.0	0	3
COc1nc(NC23CC4CC(CC(C4)C2)C3)nc(OC)n1	-3	3	0	-1	-5	-1	3.3	-0.2	6	10
N=c1c(C(=O)NCC2CCCO2)cc2c(=O)n3ccccc3nc2n1Cc1ccc(F)cc1 (stereo not drawn)	-8	6	6	8	2	-14	0.9	7.3	15	i
CCC(C(=O)NC(C)(C)C)N(C(=O)Cn1nnc(-c2ccccc2F)n1)c1cccc2c1CCCC2 (stereo not drawn)	0	-2	-2	1	-1	0	-0.7	0.0	4	-12
CC1=Nc2ccccc2N=C(NC(=O)/C=C/C(=O)O)C1c1ccccc1 (stereo not drawn)	4	0	3	-1	2	-5	6.1	1.3	4	-90
COc1cccc(CC(=O)OCC(=O)c2cc(OC)c(OC)c(OC)c2)c1	6	-3	0	-1	3	3	0.4	-0.2	-5	-7
CCOC(=O)CSc1nnc(CNC(=O)c2cccs2)n1-c1ccccc1	2	-1	4	1	-3	8	2.1	0.1	-15	-4
Cc1sc2ncn(Cc3ccccc3F)c(=O)c2c1C	8	-5	1	4	-4	1	-0.2	0.1	5	-2
Cc1ccc(C(=O)n2ccc3ccc(-c4ccc5ccn(Cc6ccccc6)c5c4)cc32)cc1	nt	3	0	2	15	5	nt	-3.3	nt	-20
CC/C(O)=C1\C(=O)CC(C)(C)CC1=NCCc1nc2ccccc2[nH]1	-6	-2	-4	-5	-3	2	-0.7	0.3	6	4
COc1ccc(C(=O)NC(=S)Nc2ccc(Cc3ccncc3)cc2)cc1	7	-19	-4	4	-6	5	-0.5	0.4	9	36*
COc1ccc(NC(=O)Nc2ccc(F)cc2F)c(C)c1	3	-3	-2	2	-2	5	0.2	-0.8	-1	-2
CC(=O)N1CCN(S(=O)(=O)c2cccc(C(=O)OCC(=O)N3CC(=O)Nc4ccccc43)c2)CC1	-6	-2	4	5	-5	3	-1.4	0.4	-2	2
COc1ccccc1CNC(=O)C(C)NS(=O)(=O)c1ccc(Br)cc1 (stereo not drawn)	-14	-3	3	-3	-7	2	-0.2	-0.3	-3	-4
CN(CC(=O)Nc1ccc(F)cc1)C(=O)c1ccccc1Sc1ccccc1C#N	-5	-4	-1	-6	-2	1	-0.9	0.1	-3	-2
Cc1ccc(C(=O)Nc2ccc3[nH]c(=O)[nH]c3c2)c(C)c1	-2	-1	5	1	-2	-5	0.2	0.1	-4	-21
COc1ccc([C@H]2C=C3CN(C(=O)OC(C)(C)C)S(=O)(=O)[C@H]3C[C@H]2OC(=O)c2cccs2)cc1	4	-4	-5	-3	2	1	nt	-0.2	-3	4
Cc1c(COC(=O)NC(C)C)c(COC(=O)NC(C)C)c2n1CS(=O)(=O)C2	-10	3	-5	2	2	3	nt	0.2	7	-9
c1cncc(-c2nc(NCc3ccco3)c3ccccc3n2)c1	-11	-1	7	1	-1	2	-1.7	-0.2	3	-14
COc1cc(OC)c(C(=O)NC23CC4CC(CC(C4)C2)C3)cc1OC	-4	-5	-1	-10	-4	-1	0.9	0.2	15	12
O=C(CCn1c(=O)c2cccn2c2cccnc21)NCc1cccc(Cl)c1	5	2	-8	-1	3	0	-1.3	0.1	1	9
O=C(Nc1ccccc1-c1ccccc1)C1CCCC1	-2	20*	-1	0	1	0	2.5	0.1	2	-7
Nc1c(N(Cc2ccco2)C(=O)c2ccccc2F)c(=O)[nH]c(=O)n1Cc1ccccc1	-2	13	0	0	-1	1	0.8	-0.7	2	-18
CCN(CC)S(=O)(=O)c1ccc(Cl)c(C(=O)Nc2cc(C)nn2-c2ccccc2)c1	-6	-9	4	-1	-3	5	0.4	0.0	-8	4
CC1(C)CC(=O)C=C(Nc2ccc(S(N)(=O)=O)cc2)C1	-4	9	3	2	-3	4	-1.6	0.5	-2	-60
O=C1C2C3C=CC(C3)C2C(=O)N1CCN1CCN(S(=O)(=O)/C=C/c2ccccc2)CC1 (stereo not drawn)	-12	-2	3	-1	-8	1	0.5	0.9	7	-5
CC1(C)Oc2nc3ccccc3n2/C1=C\C#N	-1	15	-9	6	2	-5	-0.1	-0.2	-3	-9
COCCN(C(=O)COc1ccccc1C#N)c1c(N)n(Cc2ccccc2)c(=O)[nH]c1=O	4	3	-7	3	2	6	0.4	0.8	5	-8
CCNC(=S)N1CCC(NC(=O)c2ccco2)CC1	-17	3	2	-1	3	2	-0.4	0.2	-3	3
CCN1CCN(c2ccc(S(=O)(=O)N3CCCCC3)cc2NC(=O)/C=C/c2ccc(OC)c(OC)c2)CC1	19	-12	3	-2	1	-14	-0.9	-3.4	30*	-16
CCOC(=O)Cc1nc(-c2ccccc2)n[nH]1	-4	-5	1	4	-4	3	1.5	0.2	7	-10
Cc1ccc(-c2nnc3ccc(SCC(=O)NCc4ccco4)nn23)cc1	-6	4	-9	-1	3	-3	0.7	3.5	-6	-59
Cn1c(=O)n(C)c2cc(S(=O)(=O)Nc3cc(Cl)ccc3O)ccc21	-1	0	-4	-4	3	-1	2.2	-0.2	-7	5
CCCCOCCCNC(=O)C[C@H]1C[C@@]2(C(=O)OC)C(=C[C@H](COCc3ccccc3)O[C@@H]2C)N(Cc2ccco2)C1=O	nt	-13	-1	6	4	3	nt	0.5	nt	-1
Cc1cc(C)c(NC(=O)COc2cccnc2[N+](=O)[O-])c(C)c1	4	12	5	0	-1	-5	-1.6	0.8	14	-10
COc1ccccc1NC(=O)CCC(=O)N1CC(C)Oc2ccc(C)cc21 (stereo not drawn)	5	-2	-3	-3	-1	-3	1.4	-0.6	-1	-5
CCOC(=O)CSc1nc(-c2ccc3c(c2)OCO3)ccc1C#N	-4	10	22	24	10	-10	3.7	-46	6	i
O=c1c2ccccc2nc2n1C(CSc1ccccc1)CS2 (stereo not drawn)	1	4	1	3	-1	-2	-1.0	0.3	-2	-11
CCCOc1ccc(/C(O)=C2/C(=O)C(=O)N(CCN(C)C)C2c2ccc(OC)c(OC)c2)cc1 (stereo not drawn)	4	-2	5	-8	-1	1	-1.5	-0.3	-3	-6
CCC(=O)N1CCc2cc(S(=O)(=O)N3CCc4ccccc43)ccc21	-6	-1	-4	-6	1	-2	5.8	-0.3	13	2
CC(C)n1cnc2cc(NCc3nc4ccccc4n3C)ccc21	4	-8	1	-7	0	1	5.2	-0.7	10	-26
Cc1cccc(C(=O)Oc2ccc(/C=N/NC(=O)c3ccccc3O)cc2)c1	3	-23	6	1	19	0	-0.2	0.8	8	-17

Fetched one by one from the entries so far:
SMILES	ASAP1 inh	sPLA2-III inh	GC-B act	GC-A act	rCAG binder	DDE Tn6 FP inh	GAA850 FXN act	KLK7 zymogen act	ARFGAP1 inhibitor	ADAM10 inh
CCOC(=O)CSc1nc(-c2ccc3c(c2)OCO3)ccc1C#N	-4	10	22	24	10	-10	3.7	-46	6	i
COc1ccc(C(=O)NC(=S)Nc2ccc(Cc3ccncc3)cc2)cc1	7	-19	-4	4	-6	5	-0.5	0.4	9	36*
CC/C(O)=C1\C(=O)CC(C)(C)CC1=NCCc1nc2ccccc2[nH]1	-6	-2	-4	-5	-3	2	-0.7	0.3	6	4
CCCOc1ccc(/C(O)=C2/C(=O)C(=O)N(CCN(C)C)C2c2ccc(OC)c(OC)c2)cc1 (stereo not drawn)	4	-2	5	-8	-1	1	-1.5	-0.3	-3	-6

Additional compounds follow:
SMILES	ASAP1 inh	sPLA2-III inh	GC-B act	GC-A act	rCAG binder	DDE Tn6 FP inh	GAA850 FXN act	KLK7 zymogen act	ARFGAP1 inhibitor	ADAM10 inh
Cc1sc2ncnc(N3CCN(S(=O)(=O)c4ccc(C(C)(C)C)cc4)CC3)c2c1C	11	1	-1	-2	4	-5	0.5	0.1	13	-2
CCN1CCN(C(c2cccc(OC)c2)c2sc3nc(C)nn3c2O)CC1 (stereo not drawn)	4	-5	4	0	-4	-6	2.6	0.8	1	-5
COC(=O)Cc1nc(Nc2ccccc2)sc1C	4	4	3	5	-3	1	0.4	0.0	13	-9
OC(c1ccccc1)c1cccnc1 (stereo not drawn)	2	2	1	1	1	-4	-0.8	0.6	-4	3
COc1cccc(C(=O)Nc2cccc(-c3nnc(-c4ccco4)o3)c2)c1	9	-1	-1	3	0	-2	-2.5	0.0	7	4
